PGC1a acetyl inh: inhibitors of PGC1a acetylation signal, primary screen, cell-based, U2OS, AlphaScreen, inhibitor mode; inhibition, % at 15.6 µM; AID 651687, 2012; 350,000 tested, 0.17% active; AlphaScreen anti-acetyl-lysine; with virally co-expressed GCN5 acetyltransferase;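 active = every replicate shows inhibition of at least 40%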;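 note: 0% = neutral control wells and 100% = positive control wells; some results beyond the cut were filed as inactive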
LGR2 antag: inhibitors of bursicon-induced LGR2 CRE-luciferase signal, primary screen, cell-based, HEK293, CRE-luciferase reporter, bursicon stimulation | Drosophila bursicon receptor LGR2 (rickets) | bursicon-stimulated, 4 h | inhibition, % at 9.99 µM | 380,000 tested, 0.35% active;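 active = drop in luminescence signal, shown as inhibition above about 50% in the replicate tests, limit read from the data, passing the limit was not always enough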;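 note: agonist challenge used bursicon conditioned medium at about half maximal strength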
EWS-Fli inh: EWS/Fli-driven NR0B1 reporter inhibitors, primary screen, A673 cells, NR0B1 luciferase, luminescence, MLPCN library | inhibition, % at 12.6 µM | viability-normalised | 350,000 tested, 0.67% active | AID 651661, 2012;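 active = mean inhibition of at least 50% after viability correction, with every replicate also passing that limit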;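 note: firefly luciferase signal divided by Alamar Blue viability fluorescence both relative to DMSO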
Cneo AK release: Cryptococcus neoformans cell lysis inducers, primary screen, AK release luminescence, single concentration. AID 651654, 2012. C. neoformans lysis, adenylate kinase release luminescence, 4 h; normalised: neutral wells 0, clomiphene wells 100. 360,000 tested, 0.2% active. lysis activity, % at 15 µM;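 active = mean lysis activity across replicates of at least 80%, whatever share of replicates individually reach that level; inactive = mean lysis activity below 80%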
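Signal: Adenylate kinase release luminescence | Assay system: Log-phase Cryptococcus neoformans yeast cells | Input: Cells at 5 × 10^6 per mL | Buffer or medium: Fresh YPD growth medium | Compound: Single dose | Schedule: Static 4 h at 37 °C with compound, 1 h detection | Controls: Clomiphene | Read-out: Luminescence rise reflecting yeast cell lysis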
PAX8 inh HTS: inhibitors of PAX8-driven TPO luciferase reporter, primary screen, RMG-I cells, single concentration; SteadyGlo, 24 h; inhibition, % at 12.6 µM; 360,000 tested, 1.2% active; AID 652154, 2013;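 active = mean replicate inhibition at least 60% with every replicate also reaching 60%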;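 note: luciferase light reporting Pax8 driven TPO promoter activity; plate controls were median of neutral control wells for no effect and mitoxantrone controls for full effect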
FN deposition inh: inhibitors of fibronectin matrix deposition, primary screen, AH1F cells, Alexa488-fibronectin fluorescence, plate reader; AH1F fibroblasts, overnight; inhibition, % at 12.6 µM; 350,000 tested, 0.086% active; AID 743247, 2014;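 active = mean inhibition across replicates of 30% or more, regardless of how many single replicates reach that level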;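 note: positive control wells lacked labelled fibronectin entirely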
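Assay system: AH1F fibroblasts / Quantity: 10000 cells per well / Medium: DMEM plus 2% serum, read in PBS / Reagent: labelled fibronectin 24 nM / Dosing: single dose, pinned / Times: 1 h cell attachment, overnight exposure to compound and label / Signal: fluorescence, ex 485 nm, em 525 nm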
miR122 inh: miR-122 Renilla sensor signal increase in Huh7, primary screen, miR-122 inhibitor project, cell-based, single point, plate reader | 340,000 tested, 0.3% active | activation (reporter increase), % at 12.5 µM | Huh7 miR-122 Renilla luciferase sensor, 48 h; neutral wells = 0, positive control = 100;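 active = mean replicate activation score at least 90 and every replicate individually at or above 90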;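 note: higher luciferase means less miR-122 activity so hits act as miR-122 inhibitors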
CASP6 VEID inh: human caspase-6 inhibitors, primary screen, biochemical, VEID-R110 fluorescence, single point, set 2; inhibition, % at 12.5 µM; purified caspase-6, Z-VEID-R110 cleavage fluorescence; P55212; 350,000 tested, 0.53% active;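 active = mean inhibition across replicates at least about 35%, with every replicate also reaching that limit, limit read from the data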;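 note: 0% = median of neutral control wells and 100% = no fluorescence left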
Target sequence (P55212 24-179 limits assumed): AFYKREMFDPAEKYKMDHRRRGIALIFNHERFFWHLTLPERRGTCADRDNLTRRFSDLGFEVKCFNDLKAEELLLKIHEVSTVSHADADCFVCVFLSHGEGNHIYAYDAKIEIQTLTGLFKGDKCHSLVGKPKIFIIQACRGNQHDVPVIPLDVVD
Target sequence (P55212 194-293 limits assumed): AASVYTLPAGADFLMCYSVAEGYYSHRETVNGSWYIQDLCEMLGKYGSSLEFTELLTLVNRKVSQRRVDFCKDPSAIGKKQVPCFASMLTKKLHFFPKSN
The depositor's hits bear a star; · = not tested or not shown; & = joins results of further samples; [ ] = dose if it differs, or a comment.

SMILES	PGC1a acetyl inh	LGR2 antag	EWS-Fli inh	Cneo AK release	PAX8 inh HTS	FN deposition inh	miR122 inh	CASP6 VEID inh
CC(=O)N1c2ccc(S(=O)(=O)NCCC(=O)N3CCC(C)CC3)cc2CC1C (configuration not stated)	-2	-1	-4	-5	-6	-20	-7	-2
COc1ccc(-c2noc(CNC(=O)c3ccoc3C)n2)cc1OC	·	-24	-4	7	-1	7	5	0
C[C@@H]1CN([C@@H](C)CO)S(=O)(=O)c2ccc(-c3ccccc3)cc2O[C@H]1CN(C)C(=O)Cc1ccccc1	12	9	22	-11	18	-20	4[16.7 µM]	-1
COc1nccnc1NS(=O)(=O)c1ccc(NC(=O)c2ccccc2Br)cc1	6	5	-1	-1	-21	-1	-7	2
COc1ccccc1CN1C[C@H](C)[C@@H](OC)CN(C)C(=O)c2ccc(NC(C)=O)cc2OC[C@H]1C	-4	14	3	0	4	-12	-14[16.7 µM]	1
NC(N)=Nc1nc(CCN2C(=O)c3ccccc3C2=O)cs1	-10	·	·	-1	-10	5	0	·
Cc1noc(C)c1NC(=O)N(C)C[C@H]1Oc2c(cccc2N(C)C)C(=O)N([C@H](C)CO)C[C@@H]1C	4	9&-10	-4&-1	-3&6	-14&-30	-3&1	1[16.7 µM]	-1
COc1ccc([N+](=O)[O-])cc1/C=N/NC(=O)CNC(=O)C(c1ccccc1)c1ccccc1	3	29	·	1	·	·	-8	·
C[C@@H]1CN([C@H](C)CO)C(=O)Cc2cc(NS(=O)(=O)c3cn(C)cn3)ccc2O[C@@H]1CN(C)Cc1ccc(C(=O)Nc2ccccc2N)cc1	3	-7	0	·	-33	2	·	0
CCCN(CC(=O)Nc1ccc(C(N)=O)cc1)CC(=O)Nc1ccc(Cl)cc1Cl	·	5	20	·	8	-3	·	-1
CCOc1ccc(NC(=O)CN(C)C(=O)Cc2sc(C)nc2-c2ccc(F)cc2)cc1OCC	3	10	-1	3	1	-3	-8	4
COc1ccc(-c2cc(=O)c3c(OC)c(OC)c(OC)c(OC)c3o2)cc1	6	·	-12	-7	·	·	6	-2
CC1(c2ccccc2)NC(=O)N(CC(=O)NCCN2C(=O)S/C(=C\c3cccnc3)C2=O)C1=O (configuration not stated)	·	13	4	0	1	-8	·	5
C[C@H]1CN([C@@H](C)CO)C(=O)c2cc(NC(=O)Nc3ccc(C(F)(F)F)cc3)ccc2O[C@H]1CN(C)C(=O)Nc1cccc2ccccc12	-2	-16	5	-3	33	·	-14[16.7 µM]	·
Cc1ccc(C(=O)N2CCC(n3nccc3NC(=O)C3CCOC3)CC2)cc1 (configuration not stated)	6	-4	-6	-1	2	5	0	1
O=C(CSc1nnc(C2CC2)n1Cc1ccccc1)c1ccc(S(=O)(=O)N2CCOCC2)cc1	-2	·	·	1	-5	·	5	·
Cc1nc(SCC(=O)NC(=O)NCc2ccco2)nc(C)c1C	·	18	-15	·	-25	·	·	4
CCCn1c(=O)[nH]c(=O)c2c(C(=O)OCC)cc(-c3cccs3)nc21	·	-32	4	1	-41	·	-2	0
CCOc1cc(Cl)c(CNCCCN2CCOCC2)cc1OC	-11	6	5	-1	6	-1	0	-6
N/C(=N\OC(=O)Cc1cccs1)c1ccc([N+](=O)[O-])cc1	16	-15	·	-1	-69	·	-6	·
Oc1ccc(/C=N/Nc2ccnc3cc(Cl)ccc23)c(O)c1O	0	2	1	1	8	1	-1	2
Cc1cc2c(cc1C)[n+](C)cn2CC(O)COCC1CC=CCC1 (configuration not stated)	·	0	18	·	28	-2	·	-8
O=C(O)c1cccc(S(=O)(=O)N2CCC(Cc3ccccc3)CC2)c1	-2	-1	7	2	-3	12	1	-5
CCC(C)N1CC23C=CC(O2)C(C(=O)OC)C3C1=O (configuration not stated)	·	-5	-1	-4	-10	7	·	1
Nc1c(S(=O)(=O)c2cccs2)c2nc3ccccc3nc2n1Cc1ccc2c(c1)OCO2	-2	·	·	0	·	-6	46	·
N#C/C(=C\c1ccccc1C(F)(F)F)C(=O)Nc1ccccc1F	·	7	·	1	-10	1	3	·
O=C(c1ccc(F)cc1)C1CCN(Cc2ccc(F)cc2)CC1	-4	3	17	0	17	-8	4	-1
CN1CCN(C(=O)C[C@@H]2C[C@H]3c4cc(NC(=O)C5CCC5)ccc4O[C@H]3[C@@H](CO)O2)CC1	3	3	-6	-19	7	·	0[16.7 µM]	-2
C[C@@H]1CN([C@H](C)CO)C(=O)CCCn2nncc2CO[C@H]1CN(C)CC1CC1	3&2	8&11	6&-3	1&0	-5&3	-9&4	4[16.7 µM]	1&-20
C=CCn1c(COc2ccc(F)cc2)nnc1SCC(=O)c1c[nH]c2c(CC)cccc12	-6	24	11	1	9	-2	-8	1
Cc1ccc(S(=O)(=O)Nc2ccc3c(c2)CC(=O)N([C@@H](C)CO)C[C@H](C)[C@@H](CN(C)S(=O)(=O)c2ccc(C)cc2)O3)cc1	-5	-4	5	1	-47	·	-1[16.7 µM]	0
CC(N)c1csc(Nc2cc(Oc3ccccc3)ncn2)n1 (configuration not stated)	17	0	-6	-13	-19	5	4	3
COc1ccc(C(=O)CSc2nnc(CNC(=O)c3ccco3)n2C)cc1OC	-2	7	·	3	12	0	-2	0
CCC(C(=O)Nc1cccc(C(=O)O)c1)c1ccccc1 (configuration not stated)	-5	0	1	·	-2	6	·	-3
CCOc1ccc2nc(NC(=O)c3ccc(S(=O)(=O)N4CCOCC4)cc3)sc2c1	9	·	·	0	18	0	-7	·
CCN1CCCc2cc(CN(CCN3CCOCC3)C(=S)Nc3ccc(C)cc3)ccc21	-17	-21	3	-2	-8	-4	1	-7
CN(C(=O)c1ccc(NC(=O)Cc2cccc(NC(=O)C3CCN(C(=O)C4CCC4)CC3)c2)cc1)C1CC1	8	23	-5	-7	-16	-21	-1	-1
Cc1[nH]c2ccc(OC(=O)N3CCOCC3)cc2c1C(=O)OC(C)C	4	2	2	-1	·	·	12	4
Cc1ccc(NC(=O)C[n+]2ccccc2)cc1C	·	4	-2	-1	-2	-8	-2	-2
O=C(CCNC(=O)c1ccccc1Cl)NCC1CCCO1 (configuration not stated)	0	-5	-5	-1	-2	1	-9	5
COCc1cc(=O)[nH]c(=S)[nH]1	3	-10	·	0	-12	-4	-9	3
NC(=O)Cn1cnc2c(nnn2-c2cccc(Cl)c2)c1=O	0	-7	9	0	-17	-3	-7	-1
C[C@@H]1CCCCO[C@@H](CN(C)Cc2ccncc2)[C@@H](C)CN([C@@H](C)CO)C(=O)c2cc(NS(=O)(=O)c3cccs3)ccc2O1	5	-5	-9	-3	·	·	8[16.7 µM]	1
C[C@@H]1CN([C@@H](C)CO)C(=O)c2cccc(NS(=O)(=O)c3cccs3)c2O[C@@H]1CN(C)Cc1ccc(C(=O)O)cc1	-13	-16	-4	0	·	·	-2[16.7 µM]	2
CCOC(=O)C1CCN(C(=S)Nc2cc(C)ccc2C)CC1	·	·	-6	·	4	-7	·	0

A draw from above in order of count of non-hydrogen atoms, descending:
SMILES	PGC1a acetyl inh	LGR2 antag	EWS-Fli inh	Cneo AK release	PAX8 inh HTS	FN deposition inh	miR122 inh	CASP6 VEID inh
C[C@@H]1CCCCO[C@@H](CN(C)Cc2ccncc2)[C@@H](C)CN([C@@H](C)CO)C(=O)c2cc(NS(=O)(=O)c3cccs3)ccc2O1	5	-5	-9	-3	·	·	8[16.7 µM]	1
C[C@@H]1CN([C@@H](C)CO)C(=O)c2cccc(NS(=O)(=O)c3cccs3)c2O[C@@H]1CN(C)Cc1ccc(C(=O)O)cc1	-13	-16	-4	0	·	·	-2[16.7 µM]	2
CN(C(=O)c1ccc(NC(=O)Cc2cccc(NC(=O)C3CCN(C(=O)C4CCC4)CC3)c2)cc1)C1CC1	8	23	-5	-7	-16	-21	-1	-1
CCOc1ccc2nc(NC(=O)c3ccc(S(=O)(=O)N4CCOCC4)cc3)sc2c1	9	·	·	0	18	0	-7	·

Going on with the list.
SMILES	PGC1a acetyl inh	LGR2 antag	EWS-Fli inh	Cneo AK release	PAX8 inh HTS	FN deposition inh	miR122 inh	CASP6 VEID inh
OCC1OC(n2cnc3c(=S)nc[nH]c32)CC1O (configuration not stated)	5	-23	29	-1	28	-6	0	4
CN(C)c1ccc(CNC(=O)CCS(=O)(=O)c2ccc3c(c2)oc(=O)n3C)cc1	0	12	·	1	-4	0	-2	1
CC(=O)N1CCCc2cc(S(=O)(=O)N3CCCC(C(=O)N4CCN(c5cc(C)ccc5C)CC4)C3)ccc21 (configuration not stated)	5	6	18	-3	50	-9	-6	-4
COCCN(C(=O)COC(=O)CCC(=O)c1ccc(C)cc1)c1c(N)n(Cc2ccccc2)c(=O)[nH]c1=O	4	10	3	0	·	0	-9	1
CCCC(C)C(=O)Nc1ccccc1C(=O)OCC (configuration not stated)	-5	-3	·	0	·	·	-4	·
CCc1c(C#N)c(=O)[nH]c(=O)n1-c1ccccc1	2	6	-3	·	-18	-8	·	18
COc1ccc(C2C(C(=O)OCC(=O)N3CCCCC3)CCC(=O)N2c2ccc(OC)cc2)cc1 (configuration not stated)	-8	·	·	-1	·	-12	-1	·
CCN1[C@H](C(=O)NC2Cc3ccccc3C2)[C@@H](CO)[C@@H]2Cn3c(ccc(C4=CCCC4)c3=O)[C@@H]21	·	-26	13	-3	14	5	5[16.7 µM]	-1
Cc1noc(C)c1NC(=O)N(C)C[C@H]1Oc2ccc(NC(=O)Cc3ccccc3)cc2CC(=O)N([C@H](C)CO)C[C@@H]1C	-7	2	1	-10	-29	-2	-6[16.7 µM]	-4
COc1ccc(CNC(=O)CSc2ncn[nH]2)cc1OC	-4	-20	-3	-1	-11	-2	-8	-1
CCc1nnc(NC(=O)c2cc(OC)c(OC)cc2[N+](=O)[O-])s1	·	5	-3	·	7	·	·	-4
C[C@@H]1CN([C@@H](C)CO)C(=O)Cc2cc(NC(=O)Cn3cnnn3)ccc2O[C@@H]1CN(C)C(=O)Nc1ccccc1	-9	-7	-12	42	-8	·	9[16.7 µM]	1
COc1ccc(-c2nnc(-c3ccc(F)cc3)o2)cc1	·	-39	-4	·	-106	17	·	-1
COc1ccccc1NC(=O)C(C)Sc1nnc2ccccn12 (configuration not stated)	-2	8	-1	0	-6	0	-7	0
O=S(=O)(c1ccc(F)cc1)N1CCCCN2[C@H](CO)[C@H](c3ccc(C4=CCCCC4)cc3)[C@@H]2C1	-10	18	-2	2	19	·	-11[16.7 µM]	-1
COc1ccccc1CNC(=O)c1cc2ccccc2o1	7	-2	-28	-3	-7	8	-3	3
Cc1ccc(CNC(=O)C2CCN(C(=O)Nc3ccccc3)CC2)cc1	·	-6	-6	0	-15	1	-4	-1
Cc1cccn2c(=O)c3cc(C#N)c(=NC(=O)c4ccco4)n(Cc4ccco4)c3nc12	-2	-11	10	1	-5	4	3	67*
C[C@@H]1CN([C@H](C)CO)C(=O)c2cc(NS(=O)(=O)c3ccc(F)cc3)ccc2O[C@@H](C)CCCCO[C@@H]1CN(C)Cc1ccc2c(c1)OCO2	-12	1	17	21	36	-3	-6[16.7 µM]	1
CCOc1ccc(N=Nc2c(C)[nH]n(-c3ccccc3)c2=O)cc1	11	-3	11	-6	4	9	8	1
CCC(=O)N1[C@@H](CO)[C@@H]2c3ccccc3N(C(=O)Nc3ccc(Cl)cc3)C[C@@H]21	-7	-6	-6	-7	14	-9	-17[16.7 µM]	1

Screens deposited in PubChem by Broad Institute.

Rows were taken by chance; 2.5% or so of the library scored in one or more.
